Compound activity (PubChem BioAssay)
BAP1 inh: blocks human BAP1 ubiquitin-AMC hydrolysis. 0.48% of 72,000 active. recombinant BAP1, Ub-AMC hydrolysis fluorescence kinetic; hits give low values. activity remaining (% of control), % at 20 µM;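 active = activity remaining at or below 50% of control, provided the compound also passes the data quality filters; inactive = the rest, including low values that fail the filters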;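 also: 100% = DMSO wells rate and 0% = substrate alone blank rate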
Target sequence (Q92560 whole entry, looked up): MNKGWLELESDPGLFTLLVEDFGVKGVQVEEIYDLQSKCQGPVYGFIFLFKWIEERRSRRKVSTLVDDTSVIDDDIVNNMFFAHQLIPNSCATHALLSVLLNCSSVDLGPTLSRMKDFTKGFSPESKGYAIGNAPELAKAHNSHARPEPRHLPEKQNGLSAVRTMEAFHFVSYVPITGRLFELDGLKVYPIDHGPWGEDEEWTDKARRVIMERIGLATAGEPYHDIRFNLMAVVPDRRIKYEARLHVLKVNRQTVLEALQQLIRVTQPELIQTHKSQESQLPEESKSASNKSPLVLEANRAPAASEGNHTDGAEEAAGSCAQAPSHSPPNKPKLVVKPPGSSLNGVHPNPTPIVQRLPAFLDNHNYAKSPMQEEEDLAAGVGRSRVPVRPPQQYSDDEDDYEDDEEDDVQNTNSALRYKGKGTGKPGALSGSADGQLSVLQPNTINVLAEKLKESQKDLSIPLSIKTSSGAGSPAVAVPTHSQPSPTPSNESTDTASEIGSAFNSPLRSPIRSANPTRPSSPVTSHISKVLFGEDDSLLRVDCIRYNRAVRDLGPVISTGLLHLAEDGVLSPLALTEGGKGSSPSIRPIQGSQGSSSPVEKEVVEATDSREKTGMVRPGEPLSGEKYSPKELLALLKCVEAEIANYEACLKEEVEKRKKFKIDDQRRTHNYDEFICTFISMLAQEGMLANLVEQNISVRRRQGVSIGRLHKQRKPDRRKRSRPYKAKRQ
HePTP inhibitor: inhibitors of human HePTP phosphatase | inhibition, % at 20 µM | AID 521 | P35236 | 0.64% of 110,000 active | recombinant HePTP phosphatase activity, OD absorbance; in the data active = inhibition above about 50%;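 also: plate controls were vehicle for no effect and reference inhibitor for full effect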
Target sequence (P35236 whole entry, looked up): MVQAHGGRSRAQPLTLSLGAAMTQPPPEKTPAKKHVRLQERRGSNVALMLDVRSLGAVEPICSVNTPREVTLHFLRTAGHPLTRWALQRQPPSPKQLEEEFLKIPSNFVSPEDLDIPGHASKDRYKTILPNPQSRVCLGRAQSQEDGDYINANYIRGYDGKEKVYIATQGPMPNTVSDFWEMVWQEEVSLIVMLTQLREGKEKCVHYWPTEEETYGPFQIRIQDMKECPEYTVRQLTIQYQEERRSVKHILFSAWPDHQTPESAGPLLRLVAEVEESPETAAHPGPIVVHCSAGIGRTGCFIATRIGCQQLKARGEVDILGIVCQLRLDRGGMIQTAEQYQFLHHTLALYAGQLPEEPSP
Starred values were filed as active, the others as inactive; nt = no result given; & = joins results of further samples. Random draw from the library; overall some 0.91% were active at least once.

The first five entries (preview)
The line under a structure holds: BAP1 inh, HePTP inhibitor
1) O=C(O)C(Cc1c[nH]c2ccccc12)NS(=O)(=O)c1ccccc1[N+](=O)[O-] (configuration not stated)
→ nt, 14.2
2) CC(C)OP(=O)(OC(C)C)C(Nc1cccc([N+](=O)[O-])c1)c1cccc([N+](=O)[O-])c1 (configuration not stated)
→ nt, -10.3
3) N/C(=N\OC(=O)COc1cccc2ccccc12)c1cccc([N+](=O)[O-])c1
→ nt, 11.9
4) O=C(Nc1ccc2nc(C3CC3)n(Cc3ccc(F)cc3)c(=O)c2c1)c1ccco1
→ 113.0, 0.5
5) CCCCOc1ccc(/C=C2\SC(=S)N(CCC(=O)OC)C2=O)cc1OC
→ nt, 6.4

This part in full, previewed entries included:
The line under a structure holds: BAP1 inh, HePTP inhibitor
1) O=C(O)C(Cc1c[nH]c2ccccc12)NS(=O)(=O)c1ccccc1[N+](=O)[O-] (configuration not stated)
→ nt, 14.2
2) CC(C)OP(=O)(OC(C)C)C(Nc1cccc([N+](=O)[O-])c1)c1cccc([N+](=O)[O-])c1 (configuration not stated)
→ nt, -10.3
3) N/C(=N\OC(=O)COc1cccc2ccccc12)c1cccc([N+](=O)[O-])c1
→ nt, 11.9
4) O=C(Nc1ccc2nc(C3CC3)n(Cc3ccc(F)cc3)c(=O)c2c1)c1ccco1
→ 113.0, 0.5
5) CCCCOc1ccc(/C=C2\SC(=S)N(CCC(=O)OC)C2=O)cc1OC
→ nt, 6.4
6) O=C(Nc1ccccc1Br)c1ccc(OC(F)F)cc1
→ nt, 0.6
7) COC(=O)c1ccc2c(c1)NC1=C(C(=O)CC(C)(C)C1)C(c1ccncc1)N2 (configuration not stated)
→ 115.8, -6.5
8) COc1ccc(C2C(C(=O)N3CCC(C)CC3)c3ccccc3C(=O)N2C)cc1 (configuration not stated)
→ 93.1, 5.1
9) CN1CCN(S(=O)(=O)c2cc(Cl)ccc2Br)CC1
→ nt, 9.7
10) CCOC(=O)c1c(CSc2ccccc2)n(C)c2cc(Br)c(OC)c(O)c12
→ nt, 7.1
11) O=C(N[C@@H](Cc1ccccc1)C(=O)O)c1cccnc1
→ 93.9, -5.2
12) O=S(=O)(N[C@@H]1C[C@H]2CC[C@@H]1C2)c1cccs1
→ 88.9, 0.8
13) CC1(C)Oc2ccc3ccc(=O)oc3c2/C(=C/NCCO)C1=O
→ 77.0, 11.2
14) COc1ccc(Nc2nc(OC)nc(N3CCN(c4ccc(OC)cc4)CC3)n2)cc1
→ 101.5, 11.5
15) CCOc1ccc(-n2c(O)c(C=Nc3ccc(C)cc3)c(=O)[nH]c2=O)cc1
→ nt, 3.7
16) OC(COc1ccc2c(c1)CCC2)CN1CCN(c2ccccc2F)CC1 (configuration not stated)
→ 120.8, 8.1
17) CCc1ccc(NC(=O)C2CC(=O)N(c3ccc(CC)cc3)C2)cc1 (configuration not stated)
→ nt, 0.3
18) C=CCNC1=C(Cl)C(=O)N(c2ccc(C)cc2C)C1=O
→ nt, -4.8
19) CN1CCc2c(sc3nc(Nc4ccccc4)n(N)c(=O)c23)C1
→ nt, 9.0
20) CCSc1nnc2n(-c3ccc(OC)cc3)c(=O)c3c4c(sc3n12)COC(C)(C)C4
→ nt, -4.5
21) CCCCOc1ccccc1C1NC(=O)NC(C)=C1C(=O)OCCOCC (configuration not stated)
→ 89.6, -1.7
22) O=C(CN1CCN(c2ccccn2)CC1)N1c2ccccc2CCc2ccccc21
→ 92.8, 6.6
23) Cc1cc2cc(CN(CC3CCCO3)C(=O)c3cnccn3)c(=O)[nH]c2cc1C (configuration not stated)
→ 85.2, -4.3
24) CCOc1cc2c(cc1OCC)C(C(=O)O)C(c1ccc(OC)c(O)c1)N(C)C2=O (configuration not stated)
→ 123.8, 13.5
25) CCC(C(=O)Nc1nc(C)cs1)c1ccccc1 (configuration not stated)
→ 80.1, -1.4
26) Cc1nc2ccc(Cl)cn2c1C(=O)N/N=C\c1ccc(C(=O)O)cc1
→ nt, -2.9
27) CC(=O)Nc1ccc(NC(=O)CSc2ccccn2)cc1
→ nt, 4.0
28) CCN(CC)CCCCCCCCOC(=O)c1cc(OC)c(OC)c(OC)c1
→ 79.4, nt
29) C/C(=N\O)c1ccc2c(c1)c1cc(/C(C)=N/O)ccc1n2C(C)C
→ nt, -12.5
30) CN(C)CCCCCNCCCNC(=O)/C=N\O
→ 105.1, 4.0

Compounds listed so far containing an aryl thioether with sulfur outside any ring:
The line under a structure holds: BAP1 inh, HePTP inhibitor
10) CCOC(=O)c1c(CSc2ccccc2)n(C)c2cc(Br)c(OC)c(O)c12
→ nt, 7.1
20) CCSc1nnc2n(-c3ccc(OC)cc3)c(=O)c3c4c(sc3n12)COC(C)(C)C4
→ nt, -4.5
27) CC(=O)Nc1ccc(NC(=O)CSc2ccccn2)cc1
→ nt, 4.0

Among those listed so far, these have bromine:
The line under a structure holds: BAP1 inh, HePTP inhibitor
6) O=C(Nc1ccccc1Br)c1ccc(OC(F)F)cc1
→ nt, 0.6
9) CN1CCN(S(=O)(=O)c2cc(Cl)ccc2Br)CC1
→ nt, 9.7
10) CCOC(=O)c1c(CSc2ccccc2)n(C)c2cc(Br)c(OC)c(O)c12
→ nt, 7.1

Next section
The line under a structure holds: BAP1 inh, HePTP inhibitor
31) Brc1cc(/C=N/Nc2ccccn2)oc1Br
→ nt, -13.5
32) O=C(CSc1ncnc2c1nnn2-c1ccc(F)cc1)NCc1ccco1
→ 88.5, -8.6
33) CCOc1ccc(Br)cc1-c1noc(-c2cccs2)n1
→ 51.1, 12.8
34) CCOC(=O)c1cc(-c2ccc(C)o2)nn1CCC#N
→ nt, 2.5
35) CCC1(CC)C(=O)C(C)(C)C(=O)OC1c1ccccn1 (configuration not stated)
→ 94.0, 7.1
36) CCn1c(SCC(=O)N2CCCc3ccccc32)nnc1-c1cccs1
→ 89.4, 11.3
37) CC1(C)CC(=O)c2sc(NC(=O)CSC3=NCCS3)nc2C1
→ nt, 7.8
38) O=C1N/C(=N/N=C/c2ccccc2O)SC1Cc1ccccc1 (configuration not stated)
→ nt, 2.7
39) Cc1cc(NC(=O)c2cc3n(n2)C(C(F)(F)F)CC(c2ccco2)N3)n(-c2ccccc2)n1 (configuration not stated)
→ 80.1, nt
40) CCCCCn1c(CCNC(=O)CCC)nc2ccccc21
→ 84.9, 8.4
41) c1ccc(-c2nc3ccccc3nc2N2CCOCC2)cc1
→ 103.6, 6.6
42) CN1C(=O)CC(C(=O)O)SC1=Nc1cccc(C(F)(F)F)c1 (configuration not stated)
→ 78.5, 8.2
43) Cc1cccc(C)c1NC(=O)c1ccc(CN(c2ccccc2)S(C)(=O)=O)cc1
→ nt, 0.6
44) O=C1CC(c2cn(Cc3ccccc3)c3ccccc23)C(=O)N1c1ccccc1 (configuration not stated)
→ 61.9, nt
45) Cc1ccc(N2CC(C(=O)Nc3cccnc3)CC2=O)cc1 (configuration not stated)
→ 88.5, 0.8
46) Cc1ccc(NC(=O)CN(c2cc(C)cc(C)c2)S(=O)(=O)c2c(C)noc2C)nc1
→ 80.8, -2.1
47) O=C1CN(S(=O)(=O)c2ccccc2)CCN1S(=O)(=O)c1ccccc1
→ nt, 10.0
48) CC(C)c1ccc(-c2cc(C(=O)N3CCCC3)c3ccccc3n2)cc1
→ nt, 9.9
49) CSc1nc(N)c(C#N)c(Cc2ccccc2)c1C#N
→ nt, -5.6
50) COc1cccc(NC(=O)C(=O)NCc2cccnc2)c1
→ nt, 2.2
51) Cc1ccc(C(=O)NCc2ccccc2)cc1S(=O)(=O)N1CCOCC1
→ nt, 10.0
52) Cc1ccc(C(=O)CCC(=O)Nc2cccnc2)cc1C
→ 61.3, 6.9
53) O=C(Nc1ccc2c(c1)ncn2C1CCCCC1)c1ccco1
→ 97.8, 2.3
54) CCOC(=O)C1=C(C)N=C2SC(C)C(=O)N2C1c1ccc(OC)cc1 (configuration not stated)
→ nt, -5.0
55) N#CCC(=O)Nc1ccccc1C(=O)O
→ nt, 8.0
56) CC(=O)Nc1n[nH]c(-c2ccc(C)cc2)c1C
→ nt, -14.5
57) O=[N+]([O-])c1ccc(/C=N/Nc2c(Cl)cc(Cl)cc2Cl)cc1
→ nt, -2.6
58) Cc1ccccc1NC(=O)CCn1c(=O)oc2ccccc21
→ 91.6, -3.0
59) CC(Oc1ccccc1)C(=O)Nc1ccc2[nH]c(=O)[nH]c2c1 (configuration not stated)
→ nt, -14.5
60) O=C(NCCCn1ccnc1)c1cccc(S(=O)(=O)Nc2ccccc2F)c1
→ nt, -2.1

Results in sequence from above:
HePTP inhibitor, entries 36 to 41 → 11.3, 7.8, 2.7, nt, 8.4, 6.6

Later entries
The line under a structure holds: BAP1 inh, HePTP inhibitor
61) CC(=O)N/N=C\c1cc(C)cc(/C=N\NC(C)=O)c1O
→ nt, -7.5
62) Cc1cccc(N2CCN(c3cc(C)nc4nnnn34)CC2C)c1 (configuration not stated)
→ 98.6, 0.1
63) CCCc1cc(=O)oc2c(C)c(OC(C)=O)ccc12
→ nt, 3.5
64) Cc1c(NC(=O)CC(=O)Nc2c(C)n(C)n(-c3ccccc3)c2=O)c(=O)n(-c2ccccc2)n1C
→ 118.8, -3.0
65) CCn1c(C(O)c2cccc(OC)c2OC)nc2ccccc21 (configuration not stated)
→ 92.7, -8.0
66) Cc1ccc(-c2noc(CN(C(=O)c3cccs3)C(C)C)n2)cc1
→ 58.6, -1.8
67) Cc1ccccc1NC(=O)C(=O)NCc1ccc2c(c1)OCO2
→ nt, -5.6
68) O=C(CC1S/C(=N\N=C\c2cccc(O)c2)NC1=O)Nc1ccc(Cl)c(Cl)c1 (configuration not stated)
→ nt, -3.9
69) Clc1cc(Cl)c2nc(N3CCCCC3)sc2c1
→ 81.8, 4.8
70) Cc1cc(NC(=O)CCN2C(=O)C3C4C=CC(C4)C3C2=O)c2ccccc2n1 (configuration not stated)
→ 73.0, -2.8
71) CCOC(=O)N1CCN(C(=O)c2ccc3c(=O)n(CCc4ccccc4)c(=O)[nH]c3c2)CC1
→ 95.7, -4.4
72) CCOC(=O)c1cnc(-n2nc(C)cc2C)nc1N1CC(C)OC(C)C1 (configuration not stated)
→ 97.0, -6.8
73) O=C(Nc1ccc(Cl)cn1)c1cccc(OCc2ccccc2)c1
→ nt, -2.5
74) CC1(C)CC(=O)C(C(C2=C(O)CC(C)(C)CC2=O)c2ccccc2Cl)C(=O)C1 (configuration not stated)
→ nt, -4.3
75) CCC(C)c1ccc(OCc2nnc(NC(=O)Nc3ccccc3)s2)cc1 (configuration not stated)
→ nt, 6.4
76) CC(c1nnnn1C1CCCCC1)N(Cc1ccccc1)Cc1cccnc1 (configuration not stated)
→ 99.0, -10.2
77) O=C(Nc1ccc2c3c(cccc13)CC2)c1ccccc1[N+](=O)[O-]
→ nt, -13.6
78) O=C1CN(CCc2ccccc2)CC(=O)N1CCc1ccccc1
→ 59.1, nt
79) Clc1ccccc1CN1CCN(C2CCCC2)CC1
→ nt, -1.3
80) CCOC(=O)C1=C(C)NC2(O)c3ccccc3C(=O)C12O (configuration not stated)
→ nt, 3.0
81) CC1CC(=O)N(CC(=O)Nc2ccc3c(c2)OCCO3)c2ccccc2S1 (configuration not stated)
→ 86.2, 4.4
82) CCOC(=O)c1c(N=CN(C)C)c2cc([N+](=O)[O-])cnc2n1C
→ nt, 1.7
83) O=C(Nc1cccc2c1CCCC2)c1cccc([N+](=O)[O-])c1
→ nt, -6.6
84) O=C(N/N=C/c1cccn1-c1ccc([N+](=O)[O-])cc1)c1cc(-c2ccccc2)n[nH]1
→ nt, 8.1
85) COc1ccc(CCNC(=O)C(=O)Nc2cc(OC)ccc2OC)cc1
→ nt, 2.0
86) O=C1C=C(c2ccccc2)OC2(CCCC2)O1
→ 106.9, 4.0
87) CC(=O)c1cc(C(=O)Nc2ccc3ccccc3c2)c(C)o1
→ nt, -0.2
88) CC(=O)C1C(c2ccc3ncccc3c2)NC(=O)NC1(O)C(F)(F)F (configuration not stated)
→ 96.8, 4.2
89) C=CCNC(=O)c1ccc(-c2ccc([N+](=O)[O-])cc2)o1
→ nt, 7.3
90) CCOC(=O)N1CCN(c2c(NCCCN(C)c3ccccc3)c(=O)c2=O)CC1
→ 103.4, 5.6
91) CC(Sc1nc(-c2ccccc2)cc(C(F)(F)F)n1)C(=O)N1CCCC1 (configuration not stated)
→ 103.7, 6.3
92) N=c1n(CCOc2ccccc2)c2ccccc2n1CCN1CCOCC1
→ 92.2, -15.0&6.9
93) CCOc1ccc(NS(=O)(=O)c2cc(Cl)ccc2OC)cc1
→ 97.6, 7.5
94) O=C1NN(c2ccc(Cl)cc2)C(=O)/C1=C\c1ccc(O)c(O)c1
→ nt, -9.2
95) CCCCCn1c(=O)[nH]c2cc(C(=O)NCCCN3CCC(C)CC3)ccc2c1=O
→ nt, 8.4
96) O=C(Nc1ccc(CN2CCOCC2)cc1)c1cccs1
→ 77.6, 8.2
97) CCC(=O)Nc1nonc1-c1nc2ccccc2n1Cc1ccc(Cl)c(Cl)c1
→ 90.7, 16.6
98) CN1CCN(CC#CC2(O)CCCCC2)CC1
→ 110.7, -6.2
99) Oc1ccccc1/C=N/Nc1ncnc2c1cnn2Cc1ccccc1
→ nt, 5.3
100) COc1ccc(S(=O)(=O)N2CCN(C3CCCCCCC3)CC2)cc1
→ 101.5, 7.5
101) O=C(NCc1ccccc1Br)c1ccco1
→ 105.4, 2.4
102) O=C(NCCCN1CCOCC1)C1CCC(=O)N1CCc1ccccc1 (configuration not stated)
→ 96.5, -1.5
103) COc1ccccc1C(=O)C1Nc2ccccc2-c2nnc(SC)nc2O1 (configuration not stated)
→ 112.3, 8.7
